Bioassay records: PubChem, several laboratories
aDG glyco act – increases alpha dystroglycan glycosylation. Pro5-aDG cells, alpha-DG glycosylation AlphaScreen (IIH6); 0% Pro5, 100% B10-LARGE cell signal. activation, % at 10 µM. actives 0.22% (n = 360,000);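 active = activation of at least 8% versus controls, or a plate z-score of at least 8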;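 also: Pro5 are CHO cells carrying HIG-tagged alpha-DG that lacks glycosylation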
MITF TRPM1 inh – inhibitors of MITF-driven TRPM1 promoter in melanoma cells | SK-MEL-5 TRPM1 promoter luciferase, 24 h | inhibition, % at 12.5 µM | actives 0.83% (n = 330,000);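 active = mean inhibition across replicates of 60% or more, whatever share of single replicates reaches that level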; also: values of inactives mirror those of a sister screen read the other way
CF NFkB block – inhibitors of cystic fibrosis induced NF-kB; KKLEB NF-kB-GFP reporter, PAF-induced, GFP fluorescence overnight; inhibition, % at 5 µM; actives 0.86% (n = 360,000);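 active = at least 50% inhibition at 5 µM, scaled per plate between neutral and stimulator controls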;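 also: PAF is a Pseudomonas aeruginosa culture filtrate used as stimulus; plate controls were PAF-stimulated DMSO wells for no effect and unstimulated DMSO wells for full effect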
hiPSC survival – enhancers of human iPSC single-cell survival; AID 602274; survival enhancement, % at 20 µM; hiPSC single-cell survival, ATPlite luminescence; 100% = ROCK inhibitor wells, 0% = DMSO; actives 0.044% (n = 360,000); in the data active = survival enhancement above about 18%;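 also: cells exposed to compounds for 16 hours before the ATP read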
Peg3 prom inh – Peg3 promoter activity inhibition. HeLa PEG-Prom luciferase reporter, luminescence, overnight. inhibition, % at 20 µM. actives 1.7% (n = 360,000). AID 588405;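 active = inhibition of at least 50% at 20 µM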
Shn3 3UTR inh – Schnurri-3 reporter inhibition in Clone20 osteoblasts; Clone20 osteoblast Shn3 3'UTR firefly luciferase, 24 h; inhibition, % at 12.5 µM; actives 0.52% (n = 360,000);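 active = mean inhibition of at least 75% with every replicate also reaching 75%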;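 also: 0% = median of neutral control wells and 100% = pilot-screen positive control compound; some compounds past the cut are filed as inactive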
NR2E3 ag-1 – activates human NR2E3 receptor; inhibition of corepressor binding, % at 3.98 µM; actives 0.35% (n = 360,000); CHO-S Gal4-NCOR/VP16-NR2E3 two-hybrid, luciferase; AID 602229; Q9Y5X4;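 active = inhibition above the mean of all tested compounds plus 3 SD, cut at about 70% in these data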;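 also: 0% = DMSO with NR2E3 transfected cells and 100% = cells lacking NR2E3 construct; higher means lower luciferase signal from less NR2E3 corepressor binding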
Target sequence (Q9Y5X4 whole entry, looked up, the tested form may be a part): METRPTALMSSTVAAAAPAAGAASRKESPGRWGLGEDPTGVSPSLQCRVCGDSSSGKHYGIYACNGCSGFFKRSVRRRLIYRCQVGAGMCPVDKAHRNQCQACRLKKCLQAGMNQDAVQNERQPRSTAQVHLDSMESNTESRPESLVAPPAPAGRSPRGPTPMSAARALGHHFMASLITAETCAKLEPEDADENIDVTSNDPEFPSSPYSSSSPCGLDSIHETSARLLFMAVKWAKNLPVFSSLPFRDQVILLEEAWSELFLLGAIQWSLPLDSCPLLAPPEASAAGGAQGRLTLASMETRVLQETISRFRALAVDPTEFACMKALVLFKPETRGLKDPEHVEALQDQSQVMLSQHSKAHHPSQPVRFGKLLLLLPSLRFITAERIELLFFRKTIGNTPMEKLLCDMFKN
KKLEB cytotox – CF airway cell cytotoxicity counter-screen. AID 602141. actives 0.36% (n = 360,000). activity change (cytotoxicity), % at 5 µM. KKLEB CF airway cells viability, ATPlite luminescence, overnight; stronger effect = lower value; cells stimulated with P. aeruginosa culture filtrate;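 active = corrected activity change at or below -50% at 5 µM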
HIF-2a block – blocks HIF-2a reporter activity | 786-0 RCC cells HIF-2a reporter, luciferase luminescence, overnight | AID 624352 | inhibition, % at 18.8 µM | actives 0.72% (n = 360,000);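 active = inhibition of the luminescence signal of 40% or more relative to plate controls, in a single-dose primary screen at 18.75 µM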
NR2E3 ag-2 – NR2E3 (human) agonism. GST-NR2E3/biotin-RetCOR TR-FRET, 1536-well. inhibition of corepressor binding, % at 4.78 µM. actives 0.12% (n = 320,000). AID 2300;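 active = percent inhibition above the cutoff of mean plus 3 SD of all tested compounds, set per screening campaign, cut at about 20% in these data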;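 also: 0% = DMSO wells and 100% = biotin wells as full block of FRET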
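Test system: GST-NR2E3 and biotin-RetCOR proteins | Quantity: 1.35 nM GST-tagged NR2E3 final | Medium: Tris pH 7.5 | Also added: 7 nM biotin-RetCOR | Dosing: Compound at 4.8 µM, single dose | Timing: 5 h at 4 °C | Detection: Time-resolved FRET | Read-out basis: Percent inhibition | Benchmarks: Biotin wells as high control, 0.6% DMSO wells as low control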
TWEAK-Fn14 inh – inhibitors of TWEAK-Fn14 interaction signaling; TWEAK-stimulated Fn14 reporter cells, luciferase luminescence, 8 h; inhibition, % at 10 µM; actives 2% (n = 360,000); in the data active = inhibition above about 50%
The depositor's hits bear a star; / = not tested or not shown; & = joins results of further samples.

SMILES	aDG glyco act	MITF TRPM1 inh	CF NFkB block	hiPSC survival	Peg3 prom inh	Shn3 3UTR inh	NR2E3 ag-1	KKLEB cytotox	HIF-2a block	NR2E3 ag-2	TWEAK-Fn14 inh
O=C(NCC(c1ccc(F)cc1)N1CCOCC1)c1nn(-c2ccccc2)c(=O)c2ccccc12 (stereo not drawn)	0.0	2	-12	-0.5	12	16	-3	27	-1	4	-1
CC1CN(Cc2ccco2)C(=S)N(c2ccccc2)C1=O (stereo not drawn)	-0.1	7	-8	-2.3	13	-13	10	-2	12	/	10
Cc1ccc(S(=O)(=O)N2CCC(c3nc4c(nnn4Cc4ccccc4)c(=O)[nH]3)CC2)cc1	0.0	-10	9	-0.5	25	-18	-26	-1	37	4	-5
C/C(=N/NC(=O)Cn1nc2ccccc2n1)c1ccc(F)cc1	-0.2	10	8	-1.5	6	-1	-14	-1	10	0	6
Cc1cc(C(=O)OCC(=O)NC(C)(C)C)c2ccccc2n1	-0.3	8	4	0.0	0	4	-27	10	16	1	2
O=C(Nc1nn[nH]n1)c1cc(-c2ccc(Cl)c(Cl)c2Cl)nc2ccccc12	-0.1	-14	-4	-0.2	10	0	-12	0	16	-4	0
Cc1ccccc1-c1nnc(SCc2ccccc2F)o1	-0.2	-41	-3	-0.6	-345	-42	-112	1	-257	-2	12
COc1ccc(N2CCN(CCCn3cnc4c(OC)ncnc43)CC2)cc1	-0.3	/	-12	-0.8	-2	-23	19	8	-1	/	4
Clc1ccc(N=C2SCC3CCCCN23)cc1 (stereo not drawn)	-0.1	-97	7	1.4	-357	-92	-88	-1	-267	2	-12
COc1cccc(-c2nnc(SCC(=O)N3CC(C)CC(C)C3)o2)c1 (stereo not drawn)	0.1	-7	-4	-1.7	4	14	-6	4	-29	3	-2
CCCOC(=O)c1c(N)sc2c1CCC2	-0.1	11	-8	-1.0	22	4	-17	4	0	0	-13
CN(c1ccccc1)S(=O)(=O)c1ccc(C(=O)N2CCN(c3ccccc3)CC2)cc1	-0.1	/	4	1.9	-2	-23	-5	0	10	/	10
CNC(=S)N(Cc1ccco1)Cc1cc2cc(OC)ccc2[nH]c1=O	0.1	4	9	-0.8	16	-6	5	-6	7	2	11
CN(C)c1nc(-c2ccccc2)c2cnn(Cc3ccccc3)c2n1	1.1	11	4	0.0	35	29	-1	-2	20	1	29
COCCn1c(SCC(=O)N2CCCc3ccccc32)nc2c(c1=O)SC(C)C2 (stereo not drawn)	0.2	13	-3	-0.9	1	1	-33	-4	5	2	11
COc1ccc(-n2nc(C(=O)NCC(=O)N3CCN(Cc4ccccc4)CC3)c3ccccc3c2=O)cc1	-0.3	9	6	-0.3	20	-9	14	14	14	1	10
O=c1[nH]c(/C=C\c2ccc(O)c(Cl)c2)nc(O)c1[N+](=O)[O-]	0.0	-10	8	-0.2	-10	7	-20	0	14	0	5
O=C(C1CC(=O)N(c2ccc3c(c2)OCCO3)C1)N1CCN(S(=O)(=O)c2ccc(F)cc2)CC1 (stereo not drawn)	0.1	7	22	-2.3	19	-38	5	11	9	/	3
NS(=O)(=O)c1ccc(CCNC(=O)C2CCCN2C(=O)OCc2ccccc2)cc1 (stereo not drawn)	1.5	10	4	3.4	-1	-12&4	-18	-16	15	3	1
CC(C)[C@H](NC(=O)[C@@H]1Cc2ccccc2CN1C(=O)OC(C)(C)C)C(=O)NCC1CCC(C(=O)O)CC1 (stereo partly drawn)	0.0	-1	6	-0.6	-3	-1	-3	-5	9	2	-4
COc1ccc(NC(=O)c2cc(C3CCCCN3C(=O)Cc3ccc(N(C)C)cc3)on2)c(C)c1 (stereo not drawn)	0.0	/	-28	6.8	3	6	-3	17	12	/	21
CCn1c(N2CCN(CC(=O)c3ccc(OC)cc3)CC2)nc2ccccc21	-0.4	1	-8	4.8	4	4	11	7	13	/	13
CCCCCCC(=O)Nc1ccc(C(=O)N/N=C/c2cccnc2)cc1	-0.2	-1	13	5.9	9	-4	-2	11	1	-3	12
O=c1ccc(-c2ccc(S(=O)(=O)N3CCN(c4ccccc4)CC3)o2)n[nH]1	0.0	-22	12	-0.5	16	6	0	-10	6	12	-8
COc1cc(NC(=O)CSc2nc(C)c(C)c(C)n2)cc(OC)c1	0.1	-5	-9	0.8	14	10	5	12	2	0	-7
CCc1cc(=O)n2[nH]c(C)c(-c3ccc(OC)cc3)c2n1	0.1	5	-2	-0.3	17	21	-6	1	13	8	-10
COc1ccccc1NC(=O)C(C)OC(=O)CCNS(=O)(=O)c1ccc(C)c(C)c1 (stereo not drawn)	-0.1	3	-10	-0.3	10	14	-6	21	-10	-4	-3
COC(=O)c1ccc(C23CC4(C2)[C@H](CN(Cc2cccnc2)[C@@H]4c2ccccc2)C3c2ccccc2)cc1 (stereo partly drawn)	0.3	1	14	0.2	6	8	10	-1	6	1	-12
O=C(CNCC1CCCCC1)Nc1ccc(OC(F)(F)F)cc1	0.0	1	-11	0.0	-75	-5	-27	0	-74	-1	-38
CC(C)CCn1c(CN(C)Cc2ccccc2)nc2c1c(=O)n(C)c(=O)n2C	0.3	2	-9	1.8	1	30	-21	12	6	2	10
Cc1cc(N2CCC(C(=O)NC3CCCCC3)CC2)nc(-c2ccccc2)n1	-0.1	1	-8	1.8	23	4	-1	3	11	2	8
O=C(NC1CC1)C1=C[C@H](c2coc3ccccc3c2=O)C[C@H](OCCCCO)O1	-0.2	6	7	-2.7	1	5	-1	12	3	3	19
N#Cc1cccc(C#N)c1N1CCC(C#N)CC1	-0.1	0	-9	-0.1	3	7	-12	7	5	0	0
COc1ccc(/C=C(\NC(=O)c2ccc([N+](=O)[O-])cc2)C(=O)NCCCN2CCOCC2)cc1	0.0	-3	-5	-0.4	-8	12	-17	0	5	-2	3
Cc1ccc(C)c(S(=O)(=O)NNC(=O)Nc2ccccc2Cl)c1	-0.1	-4	21	-0.4	18	-12	4	4	8	-2	10
Cc1ccc(NC(=O)c2cnn(-c3ccccc3)c2C)cc1C	0.0	11	-2	-0.3	-61	19	-120	-12	-45	5	85*
COc1ccc(-c2csc(NC(=O)C3CCN(C(=O)c4ccc(F)cc4)CC3)n2)cc1OC	2.1	23	10	-0.3	21	-2	29	-3	14	-1	31
Cc1ccc(N(C(=O)c2cc3ccccc3oc2=O)C2C=CS(=O)(=O)C2)cc1 (stereo not drawn)	-0.1	-11	17	-1.3	14	2	-18	3	12	4	22
COCCN(C(=O)c1oc2ccccc2c1COC)c1c(N)n(CC(C)C)c(=O)[nH]c1=O	0.0	-1	17	0.0	5	-9	3	-7	9	0	-23
Cc1ccc(-c2csc3ncnc(SCC(=O)NCC4CCCO4)c23)cc1 (stereo not drawn)	-0.1	-2	19	0.1	14	3	-5	-6	10	2	-8
Cc1ccc(S(=O)(=O)Oc2cccc(/C=N/Nc3ccc(C(=O)O)cc3)c2)cc1	-0.2	-12	8	0.3	-62	-21	-89	2	-122	-2	-52
CC1=NN(c2ccccc2C(=O)O)C(=O)C1N=Nc1ccccc1 (stereo not drawn)	0.1	23	0	0.2	-39	-14	-55	6	-132	-4	3
O=C(NNC(=O)c1cc2ccccc2[nH]1)OCc1ccccc1	-0.2	11	-23	5.3	-14	-3	-47	7	-3	/	-7
Cn1ncc(N2CCN(S(=O)(=O)c3ccc(Br)cc3)CC2)c(Cl)c1=O	0.2	6	10	0.1	0	0	-5	1	10	6	-8
Cc1cccc(C)c1NC(=O)N1C2CCCC1CC(NC(=O)C(C)(C)C)C2 (stereo not drawn)	0.0	6	10	1.6	24	8	6	-8	11	-1	-6
Cc1ccccc1SCC(=O)Nc1cccc(C#N)c1	-0.2	-16	10	0.6	-8	14	-7	-1	-29	0	-4
COc1ccc(NC(=O)OCCn2c([N+](=O)[O-])cnc2C)cc1	-0.3	3	-9	1.1	2	18	-17	0	9	-2	-14
CC(=O)Nc1sc2c(c1C(c1cccc(F)c1)N1CCN(CCO)CC1)CCCC2 (stereo not drawn)	0.0	-2	7	-1.1	-7	13	-16	-1	8	3	-20
CC(C)(C)NCCOCCOc1ccc(Cl)cc1C(C)(C)C	1.4	13	-9	4.8	7	1	16	-6	22	-4	3
Cc1cc(C)nc(NS(=O)(=O)c2ccc(NC(=O)c3cccc(N4C(=O)CCC4=O)c3)cc2)n1	-0.2	-2	-10	-1.1	-14	-18	17	-6	2	5	13
COc1ccc2cc(CN(CCc3ccccc3)Cc3nnnn3CC3CCCO3)c(=O)[nH]c2c1 (stereo not drawn)	0.8	1	3	0.6	5	15	-2	0	-16	2	19

As entered above:
COc1ccc(NC(=O)OCCn2c([N+](=O)[O-])cnc2C)cc1 in HIF-2a block: 9
COc1ccc2cc(CN(CCc3ccccc3)Cc3nnnn3CC3CCCO3)c(=O)[nH]c2c1 (stereo not drawn) in NR2E3 ag-1: -2
